Screens (PubChem BioAssay)
DYRK1A inh – rat Dyrk1A kinase inhibitors, primary screen, biochemical, single point, plate reader; Dual specificity tyrosine-phosphorylation-regulated kinase 1A (Rattus norvegicus), Q63470; ADP-Glo luminescence, NFATc1 peptide; inhibition, % at 12.5 µM; 310,000 tested, 0.43% active; in the data active = inhibition above about 50%;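 also: plate controls were vehicle with enzyme for no effect and no enzyme for full effect; many of its hits are not listed in these tables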
KCNQ1 act – potentiators or activators of KCNQ1 channel, primary screen, cell-based, thallium flux, high-throughput | Potassium voltage-gated channel subfamily KQT member 1 (Homo sapiens), P51787 | CHO-K1 KCNQ1, thallium flux FluxOR fluorescence; hits give high values | B-score at 10 µM | 310,000 tested, 0.35% active | AID 2648, 2010;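 active = fluorescence ratio B-score, a plate-corrected score, at least three library SD, with initial intensity B-score within 5 SD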
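Doses: Single concentration per compound, DMSO matched to controls | Test system: KCNQ1-transfected CHO-K1 cells | Timing: 90 min dye loading and 20 min compound exposure, both at room temperature | Measured by: Kinetic FluxOR thallium fluorescence, 10-s 1-Hz baseline, 110-s post-stimulus read | Medium: Assay buffer with matched DMSO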
TRPC4 agonist – activators of mouse TRPC4 channel, primary screen, Fluo4 calcium, HEK293 TRPC4beta/mu-opioid cells; Fluo4 calcium fluorescence; hits give high values; B-score at 10 µM; 310,000 tested, 0.49% active; AID 2237, 2010;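 active = B-score above 5 SD of library B-scores, and initial fluorescence ratio not above library mean plus 5 SD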;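 also: positive B-score marks a calcium rise read as TRPC4 activation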
Target sequence (Q9QUQ5 whole entry, looked up): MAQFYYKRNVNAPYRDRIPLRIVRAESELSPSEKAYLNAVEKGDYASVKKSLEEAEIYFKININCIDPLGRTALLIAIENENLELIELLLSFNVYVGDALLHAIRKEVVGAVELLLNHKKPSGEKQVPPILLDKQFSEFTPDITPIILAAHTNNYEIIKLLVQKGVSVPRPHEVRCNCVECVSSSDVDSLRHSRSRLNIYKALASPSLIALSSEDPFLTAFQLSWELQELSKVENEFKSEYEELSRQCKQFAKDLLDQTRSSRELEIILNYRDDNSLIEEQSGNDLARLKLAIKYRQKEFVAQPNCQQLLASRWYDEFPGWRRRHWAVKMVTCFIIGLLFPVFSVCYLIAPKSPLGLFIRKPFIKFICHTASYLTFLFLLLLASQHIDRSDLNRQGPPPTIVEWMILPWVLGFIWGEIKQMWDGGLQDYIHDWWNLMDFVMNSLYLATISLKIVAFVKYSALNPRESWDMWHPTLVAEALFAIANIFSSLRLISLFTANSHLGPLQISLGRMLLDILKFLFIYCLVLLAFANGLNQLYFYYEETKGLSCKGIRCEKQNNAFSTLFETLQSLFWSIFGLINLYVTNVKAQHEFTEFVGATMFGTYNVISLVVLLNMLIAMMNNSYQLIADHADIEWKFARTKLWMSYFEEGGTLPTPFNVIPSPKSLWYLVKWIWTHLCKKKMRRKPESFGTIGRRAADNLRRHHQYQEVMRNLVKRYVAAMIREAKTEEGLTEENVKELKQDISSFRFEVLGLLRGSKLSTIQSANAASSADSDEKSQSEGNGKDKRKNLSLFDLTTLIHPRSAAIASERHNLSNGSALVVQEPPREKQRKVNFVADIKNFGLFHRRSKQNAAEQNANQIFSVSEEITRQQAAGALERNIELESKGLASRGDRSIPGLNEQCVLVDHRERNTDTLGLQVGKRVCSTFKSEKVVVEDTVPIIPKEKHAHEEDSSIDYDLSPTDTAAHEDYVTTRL
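Incubation: 45 min room-temperature Fluo4 loading, 110 s read / System: HEK293 cells stably co-expressing mouse TRPC4beta and mu-opioid receptor / Signal: Fluo4 fluorescence, kinetic / Control set: buffer (low) and maximal DAMGO (high) / Measure: integrated baseline-normalised fluorescence ratio, converted to per-well B score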
PolyA inh – polyadenylation inhibitors in yeast reporter cells, primary screen, luminescence, S. cerevisiae; S. cerevisiae SKY197-pL101 polyadenylation reporter, beta-gal luminescence; efflux-impaired pdr1/pdr3 knockout yeast; score 100 = 6 SD above DMSO; calls only at 12 µM; 300,000 tested, 0.02% active; AID 1875, 2009;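 active = lowest replicate activity score at least 50, where 100 means six control SD above control mean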;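 also: yeast exposed to compound for 9 h at 30 °C; higher score means more reporter readthrough which indicates perturbed polyadenylation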
KCNK3 inh – human KCNK3 channel inhibitors, primary screen, CHO cells, FluxOR thallium flux, B-score; Potassium channel subfamily K member 3 (Homo sapiens), O14649; FluxOR fluorescence; hits give low values; B-score at 10 µM; 340,000 tested, 0.84% active;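 active = B-score under library mean minus 4 SD, starting fluorescence ratio at most library mean plus 5 SD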;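 also: more negative B-score means stronger inhibition of thallium flux through KCNK3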
KCNK9 block – KCNK9 potassium channel inhibitors, primary screen, HEK293 cells, thallium flux; Potassium channel subfamily K member 9 (Homo sapiens), Q9NPC2; FluxOR thallium flux fluorescence; hits give low values; B-score at 10 µM; 310,000 tested, 1.2% active; AID 488922, 2010;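 active = ratio B-score over 3 SD below the library mean, with starting fluorescence within 5 SD of its mean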;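 also: negative B-score means less thallium flux so channel inhibition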
Platelet DG rel – inhibitors of platelet dense granule secretion, primary screen, cell-based, MLPCN, human platelets; human platelet-rich plasma, SFLLRN dense granule ATP release, luminescence; inhibition, %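 (compounds screened at 7.5 µM in platelet-rich plasma)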; 300,000 tested, 0.22% active;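 active = mean replicate score, as percent of positive control, at or above 50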
TRPC4 potent – positive allosteric modulators of TRPC4, primary screen, cell-based, mouse TRPC4beta, HEK293 mu-opioid, Fluo-4 calcium. Short transient receptor potential channel 4 (Mus musculus), Q9QUQ5. DAMGO EC20, Fluo-4 Ca2+ flux; hits give high values. B-score at 10 µM. 310,000 tested, 0.42% active. AID 2227, 2009;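 active = B-score of calcium response area above 5 SD of library B-scores, with initial fluorescence ratio within 5 SD of library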;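 also: B-score of integrated fluorescence ratio over time as area under calcium response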
hERG protect – hERG rescue from dofetilide block, primary screen, cell-based, CHO-hERG, FluxOR thallium flux, dofetilide IC70; Voltage-gated inwardly rectifying potassium channel KCNH2 (Homo sapiens), Q12809; dofetilide IC70 present; activation (rescue from dofetilide block), less the hit threshold, % at 10 µM; 310,000 tested, 0.51% active; AID 1511, 2009;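 active = activation above the mean of controls blocked by dofetilide plus 5 SD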;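 also: thallium influx through hERG after potassium depolarization seen as dye fluorescence rise; in these data hits start at about 4.7%; inactives centre near -7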
KCNQ1 block – inhibitors of human KCNQ1 channel, primary screen, cell-based, thallium flux, high-throughput. B-score at 10 µM. Potassium voltage-gated channel subfamily KQT member 1 (Homo sapiens), P51787. 310,000 tested, 1.3% active. AID 2642, 2010. CHO-K1 KCNQ1, FluxOR thallium flux fluorescence; hits give high values;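 active = compounds whose thallium flux B-score, printed positive for inhibition, exceeds three library SD while starting fluorescence stays within three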;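 also: channel opened by potassium depolarization with thallium stimulus after 20 min compound exposure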
TRPC4 block – inhibitors of mouse TRPC4 channel, primary screen, Fluo4 calcium, HEK293 TRPC4beta/mu-opioid cells. DAMGO-evoked Fluo4 calcium flux; hits give low values. B-score at 10 µM. AID 2247, 2010. 300,000 tested, 0.39% active;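 active = B-score over 3 SD under the library average, no early fluorescence shift, positive overall ratio signal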
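Test system – stable TRPC4beta/mu-opioid receptor HEK293 cells · Probe or stimulus – DAMGO, a submaximal dose followed by a maximal one · Dosing – one concentration per compound · Signal – Fluo4 calcium fluorescence by kinetic imaging, 5 s 1 Hz baseline · Evaluation – per-well B score of integrated baseline-normalized Fluo4 ratio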
Starred values were filed as active, the others as inactive; i = inactive; . = no result given. The list is partial; rates above refer to the full screens.

Every second line gives: DYRK1A inh, KCNQ1 act, TRPC4 agonist, PolyA inh, KCNK3 inh, KCNK9 block, Platelet DG rel, TRPC4 potent, hERG protect, KCNQ1 block, TRPC4 block
> O=C(N/N=C/c1ccncc1)c1ccccc1[N+](=O)[O-]
    1, i, i, i, i, i, 2, i, -3, i, i
> OC1(C2(O)CC(c3ccccc3)ON2)CCCCC1 (stereo not given)
    10, i, i, i, i, i, -3, i, -3, i, i
> Cc1ccc(-c2n[nH]c(=O)c3ccccc23)cc1S(=O)(=O)NCC1CCCO1 (stereo not given)
    15, i, i, i, i, i, 4, i, -11, i, i
> CCC(SC1=N/C(=C/c2ccccc2)C(=O)N1c1ccccc1)C(=O)Nc1cc(C)on1 (stereo not given)
    7, i, i, i, i, i, 2, i, -12, i, i
> COc1cc2c(cc1OC)C(c1ccc(C(F)(F)F)cc1)CC(=O)N2 (stereo not given)
    -5, i, i, i, i, i, 0, i, -5, i, i
> CCOC(=O)CN1C(=O)N[C@H](c2ccc(Br)cc2)C(C(C)=O)=C1C
    -1, i, i, i, i, i, -2, i, -11, i, i
> CCOC(=O)N1CCN(C(=O)C2CCC(=O)N(CCCc3ccccc3)C2)CC1 (stereo not given)
    -2, i, i, i, i, i, 1, i, -8, i, i
> COC(=O)c1ccccc1-c1ccc(/C=C2\C(=O)N(c3ccccc3)N=C2c2ccccc2)o1
    -1, i, i, i, i, i, 0, i, -10, i, i
> CCc1ccccc1NC(=O)COc1ccc2oc(-c3ccc(OC)cc3)cc(=O)c2c1
    0, i, i, i, i, i, 6, i, -7, i, i
> CC(C)c1ccc(C(CC(=O)O)NC(=O)c2cccs2)cc1 (stereo not given)
    1, i, i, i, i, i, -4, i, -6, i, i
> O=C(CN1CCCCCC1)Nc1ccccc1Oc1ccccc1
    -2, i, i, i, i, i, 0, i, -1, i, -6*
> COc1ccc(C(=O)NCc2nnc(SCC(=O)c3ccccc3)n2C)cc1OC
    2, i, i, i, i, i, 7, i, -9, i, i
> CCn1c(SCC(=O)N(C)C)nc2cc(S(=O)(=O)N3CCOCC3)ccc21
    ., i, i, i, i, i, -2, i, -14, i, i
> O=C(c1noc2c1CCCC2)N1CCOCC1
    5, i, i, i, i, i, 1, i, -5, i, i
> Cc1ccc2c(c1)C(c1ccccc1)N(C(=O)c1ccc3c(c1)OCO3)CC(=O)N2 (stereo not given)
    7, i, i, i, i, i, 8, i, -7, i, i
> COc1ccc(S(=O)(=O)N2CCCOC2CNC(=O)C(=O)NCCCn2ccnc2)cc1OC (stereo not given)
    3, i, i, i, i, i, 3, i, -12, i, i
> CCOCCCNC(=O)C(c1ccccc1)N(Cc1cccs1)C(=O)CNC(C)=O (stereo not given)
    0, i, i, i, i, i, -13, i, -8, i, i
> O=C(CC1CCS(=O)(=O)C1)Nc1ccc[nH]c1=O (stereo not given)
    -6, i, i, i, i, i, 3, i, -11, i, i
> CC(=O)Oc1ccc(N2C(=O)c3cccc4c([N+](=O)[O-])ccc(c34)C2=O)cc1
    0, i, i, i, i, i, 0, i, -6, i, i
> O=C(Nc1cccc(C2OCCCO2)c1)c1cccs1
    -1, i, i, i, i, i, 2, i, -2, i, i
> CN1c2ccsc2/C(=N/Nc2ccccc2)CS1(=O)=O
    11, i, i, i, i, i, 7, i, -3, i, i
> COc1ccccc1N1CCN(C(=O)C(F)F)CC1
    -7, i, i, i, i, i, 13, i, -9, i, i
> CC(NC(=O)c1ccccc1)C(=O)N/N=C/c1ccccc1 (stereo not given)
    -2, i, i, i, i, i, -4, i, -11, i, i
> O=c1cc(O)c2sc(Nc3ccc(Cl)c(F)c3)nc2[nH]1
    5, i, i, ., i, i, 5, i, -4, i, i
> Cc1cc(OCc2cc(C(=O)N(C)Cc3nonc3C)no2)cc(C)c1Cl
    -1, i, i, i, i, i, -7, i, -7, i, i
> COc1ccc(C)cc1NC(=O)C1CCCN(S(=O)(=O)c2cccc3cccnc23)C1 (stereo not given)
    0, i, i, i, i, i, -3, i, -17, i, i
> CCCC(=O)NC(=S)Nc1ccc(S(=O)(=O)Nc2ccc(OCC)cc2)cc1
    2, i, i, i, i, i, -6, i, -7, i, i
> COCCNC(=S)N1CCN(c2cccc(C(F)(F)F)c2)CC1
    1, i, i, i, i, i, 2, i, -5, i, i
> CCn1cc(CN2CCCC(CNC(=O)COc3ccccc3OC)C2)c(C)n1 (stereo not given)
    -2, i, i, i, i, i, -4, i, -4, i, i
> O=C(NCc1cccs1)C1CCN(S(=O)(=O)c2cccs2)CC1
    -4, i, i, i, i, i, -13, i, -13, i, i

Further structures:
Every second line gives: DYRK1A inh, KCNQ1 act, TRPC4 agonist, PolyA inh, KCNK3 inh, KCNK9 block, Platelet DG rel, TRPC4 potent, hERG protect, KCNQ1 block, TRPC4 block
> O=C(Nc1cccc(S(=O)(=O)N2CCCCC2)c1)c1ccccc1NS(=O)(=O)c1ccc(F)cc1
    -3, i, i, i, i, i, -14, i, -10, i, i
> CC(=O)C(C)Oc1cc(C)cc2oc(=O)c(C)c(C)c12 (stereo not given)
    1, i, i, i, i, i, -2, i, -10, i, i
> COc1ccccc1CCNC(=O)Cc1cccs1
    2, i, i, i, i, i, -4, i, -14, i, i
> CCOc1ccc(NC2OCC(O)C(O)C2O)c([N+](=O)[O-])c1 (stereo not given)
    0, i, i, i, i, i, 10, i, -5, i, i
> COc1ccc(NC(=O)CCNS(=O)(=O)c2cccc3nsnc23)cc1OC
    2, i, i, i, i, i, -7, i, 0, i, i
> COc1cccc(CNC(=O)CCc2ccc(OC)c(OC)c2)c1
    -1, i, i, i, i, i, 8, i, -4, i, i
> N#Cc1ccsc1NC(=O)CSc1ncn[nH]1
    5, i, i, i, i, i, -11, i, -6, i, i
> Cc1noc(C)c1C(=O)N(CC(=O)NC1CCCC1)Cc1ccccc1F
    1, i, i, i, i, i, 0, i, -3, i, i
> COc1c(F)c(F)c(C(=O)Nc2ccc(N3CCN(Cc4ccccc4)CC3)cc2)c(F)c1F
    6, i, i, i, i, i, -1, i, -9, i, i
> C/C(=N\NC(=S)NCCc1ccccc1)c1ccc(Cl)cc1
    -1, i, i, i, i, i, 13, i, 0, i, i
> CCOc1cc(N2CCOCC2)c(OCC)cc1NC(=O)COC(=O)[C@@H]1CCCN1S(=O)(=O)c1ccccc1F
    0, i, i, i, i, i, 23, i, -4, i, i
> O=C(O)c1ccc(N2CCc3ccccc32)c([N+](=O)[O-])c1
    -1, i, i, i, i, i, 0, i, -4, i, i
> Cc1ccc(NC(=O)CS(=O)CC(=O)N(c2ccccc2F)C(C)C(=O)NC2CCCC2)cc1 (stereo not given)
    -1, i, i, i, i, i, -26, i, -11, i, i
> C#CC(C)(CC)NC(=O)Cn1nnc(-c2ccc(S(C)(=O)=O)cc2)n1 (stereo not given)
    -4, i, i, i, i, i, 13, i, -4, i, i
> COc1ccc([C@H]2/C=C\CN(Cc3ccc(N(C)C)cc3)[C@@H](C)C(=O)N2Cc2ccc(F)cc2)cc1
    -5, i, i, i, i, i, 1, i, -13, i, i
> COc1cccc(CN2CC(C(=O)N(C)CCCC3CCCC3)CCC2=O)c1 (stereo not given)
    6, i, i, i, i, i, -1, i, -5, i, i
> CCCCNc1nc(Nc2ccc(C)c(Cl)c2)c2cnn(C)c2n1
    4, i, i, i, i, i, 13, i, -6, i, i
> Cc1cc(C)cc(OC(C)c2ccnc3nc(/N=C/N(C)C)nn23)c1 (stereo not given)
    0, i, i, i, i, i, -3, i, -8, i, i
> Cc1cc(C)nc(NC(=O)/C=C/c2ccc(Cl)cc2Cl)c1
    -1, i, i, i, i, i, 12, i, -10, i, i
> O=S(=O)(NCC(c1ccco1)N1CCOCC1)c1ccc(Cl)cc1 (stereo not given)
    11, i, i, i, i, i, -9, i, -10, i, i
> Cc1nn(C)c(C(=O)Nc2ccn(Cc3ccccc3F)n2)c1[N+](=O)[O-]
    2, i, i, i, i, i, 0, i, -9, i, i
> Cc1cccc(C)c1OCC(O)CN1CCC(CN2C(=O)c3cccc4cccc(c34)C2=O)CC1 (stereo not given)
    -1, i, i, i, i, i, -1, i, -22, i, i
> CCOc1ccc(-n2c(SCC(=O)Nc3ccc(OC)cc3)nc3sc4c(c3c2=O)CCN(C)C4)cc1
    -6, i, i, i, i, i, 10, i, -7, i, i
> CCN1C(=O)/C(=C2\C=Cc3ccccc3N2CC)SC1=S
    5, i, i, i, i, i, 15, i, -5, i, i
> O=C(C1CC1)N1CCN(Cc2ccccc2)CC1
    ., i, i, i, i, i, -17, i, -6, i, i
> Cc1ccc(-n2nc3c(=O)n(CCCC(=O)NCc4ccccc4C)nc(C)c3c2C)cc1
    6, i, i, i, i, i, -7, i, -10, i, i
> CN1/C(=C\C(=O)CSc2nncn2C)C(C)(C)c2ccccc21
    1, i, i, i, i, i, 8, i, -5, i, i
> Cc1ccc(-c2ccc(CO)o2)cc1N
    0, i, i, i, i, i, -8, i, -2, i, i
> CCCCOc1ccc(/C=C2/Sc3ccccc3C2=O)cc1
    -1, i, i, i, i, i, 8, i, -2, i, i
> COc1cc(NC(=O)CCc2c(C)[nH]c(=O)c(C#N)c2C)cc(OC)c1
    -1, i, i, i, i, i, 20, i, 0, i, i
> O=C(C1CCCN1S(=O)(=O)c1cccc2nsnc12)N1CCCCC1 (stereo not given)
    -2, i, i, i, i, i, -8, i, -15, i, i
